Bioassay records as filed in PubChem.
M1 PAM parental: M1 PAM counterscreen hit in parental CHO-K1 cells; 360,000 tested, 0.02% active; activation, % at 3 µM; ATP EC20, Fluo-8 calcium fluorescence; 0% at ATP EC20, 100% at ATP max; AID 602247;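 active means activation above the run cutoff, the mean activation of all test compounds plus 3 SD, cut at about 40% in these data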;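 further: peak over basal fluorescence ratio in a 140 s read after ATP addition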
CHO parental Ca: signal in parental CHO cells, OX1R antagonist counter-screen | inhibition, % at 5.6 µM | parental CHO-K1, ATP-induced calcium, Fluo-8 fluorescence | 330,000 tested, 0.63% active;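 active means inhibition above that plate's mean sample inhibition plus 3 SD, cut at about 26% in these data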;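 further: 0% = ATP-challenged DMSO wells and 100% = DMSO wells without ATP; some compounds past the cut are filed as inactive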
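Material: Parental CHO cells | Reagent: ATP | Compound dosing: Single nominal dose of 5.6 µM per compound | Detection: Intracellular calcium via Fluo-8 no-wash fluorescent dye | Read-out: % inhibition of ATP-induced calcium mobilization | Benchmarks: Low control ATP plus DMSO, high control DMSO only | Replicates: Singlicate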
TAAR1 agonist: human TAAR1 agonism; activation, % at 3 µM; CHO RD-HGA16 TAAR1, Fluo-8 calcium fluorescence; vehicle wells 0%, saturating PEA agonist 100%; Q96RJ0; 360,000 tested, 0.99% active;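 active means activation above the mean activation of all test compounds in the run plus 3 SD, cut at about 38% in these data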
Target sequence (Q96RJ0 whole entry, looked up): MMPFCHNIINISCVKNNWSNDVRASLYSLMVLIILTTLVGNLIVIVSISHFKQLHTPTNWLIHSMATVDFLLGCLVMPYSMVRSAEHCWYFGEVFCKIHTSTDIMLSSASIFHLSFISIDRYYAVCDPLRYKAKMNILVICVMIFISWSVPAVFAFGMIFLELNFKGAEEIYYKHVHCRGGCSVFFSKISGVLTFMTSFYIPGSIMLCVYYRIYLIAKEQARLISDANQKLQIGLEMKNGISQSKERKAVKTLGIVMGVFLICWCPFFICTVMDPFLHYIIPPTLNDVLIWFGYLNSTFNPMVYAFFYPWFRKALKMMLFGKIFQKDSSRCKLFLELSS
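Test system: RD-HGA16 (CHO) cells co-expressing Gα16 and hTAAR1 | Doses: Single dose, 3 µM | Schedule: 17-24 h seeding, 75 min 37 °C dye, 30 min RT | Evaluation: % activation from peak over basal fluorescence ratio, DMSO-to-PEA scaled | Technique: Kinetic Fluo-8 calcium fluorescence | Benchmarks: Low control DMSO, high control PEA (EC100)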
CHO-K1 Ca antag: nonselective inhibitor or artifact in parental CHO-K1 cells. AID 602250. 360,000 tested, 0.6% active. inhibition, % at 3 µM. ATP-induced calcium, Fluo-8 fluorescence;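 active means inhibition above a per-plate cutoff, the plate's mean sample inhibition plus 3 SD, cut at about 24% in these data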;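 further: 0% = DMSO plus EC80 ATP and 100% = DMSO alone without ATP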
TAAR1 antagonist: antagonists of human TAAR1; inhibition, % at 3 µM; CHO RD-HGA16 TAAR1, Fluo-8 calcium fluorescence, antagonist; 360,000 tested, 1.5% active; Q96RJ0;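 active means inhibition above a per-plate cutoff, the mean inhibition of test compounds on that plate plus 3 SD, cut at about 49% in these data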;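 further: 0% = DMSO plus EC80 beta-PEA response and 100% = DMSO alone without agonist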
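System: RD-HGA16 CHO cells with stable hTAAR1 and Gα16 | Probe or stimulus: EC80 β-phenethylamine stimulus | Dosing: 3 µM, single point | Times: Dye loading 75 min at 37 °C, then 30 min room temperature | Measured by: Fluo-8 calcium-sensitive fluorescence | Read-out basis: % inhibition of agonist calcium response | Replicates: n of 1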
CHRM1 antagonist: human CHRM1 antagonism | CHO-K1 hM1, Fluo-8 calcium fluorescence, ACh EC80 antagonist | inhibition, % at 3 µM | 360,000 tested, 1.3% active;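 active means percent inhibition above its own plate's cutoff, namely the mean of that plate's compound wells plus 3 SD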;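 further: peak over basal fluorescence ratio during 140 s after agonist addition; 0% = ACh EC80 plus DMSO and 100% = DMSO alone without agonist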
Target sequence (P11229 whole entry, looked up): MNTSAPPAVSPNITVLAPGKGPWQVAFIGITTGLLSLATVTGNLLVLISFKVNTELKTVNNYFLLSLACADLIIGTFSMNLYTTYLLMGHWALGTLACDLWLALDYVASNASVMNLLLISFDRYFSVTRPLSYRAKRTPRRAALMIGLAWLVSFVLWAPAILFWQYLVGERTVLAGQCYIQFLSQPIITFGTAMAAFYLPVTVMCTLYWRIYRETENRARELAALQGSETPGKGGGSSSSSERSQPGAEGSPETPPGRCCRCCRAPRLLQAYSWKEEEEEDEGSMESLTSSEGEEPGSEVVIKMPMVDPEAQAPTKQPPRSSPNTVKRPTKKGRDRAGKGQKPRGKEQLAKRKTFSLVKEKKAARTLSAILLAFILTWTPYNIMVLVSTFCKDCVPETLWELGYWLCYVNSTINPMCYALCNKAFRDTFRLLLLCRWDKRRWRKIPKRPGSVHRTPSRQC
M1 ag: activates human CHRM1 receptor | P11229 | CHO-K1 hM1, Fluo-8 calcium fluorescence, agonist mode; 0% DMSO, 100% acetylcholine EC100 | activation, % at 3 µM | 360,000 tested, 0.33% active | AID 588814;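 active means activation above the run's mean compound activation plus 3 SD, cut at about 16% in these data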;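 further: peak over basal fluorescence ratio within a 140 s kinetic read after compound addition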
M1 PAM: potentiates human M1 receptor response to acetylcholine | P11229 | CHO-K1 hM1, Fluo-8 calcium fluorescence, ACh EC20; 0% = ACh EC20, 100% = maximal ACh | activation, % at 3 µM | 360,000 tested, 0.088% active; in the data active means activation above about 19%, passing the limit was not always enough
M1 ag parental: M1 agonist counterscreen hit in parental CHO-K1 cells; Fluo-8 calcium fluorescence; scaled to maximal ATP response, vehicle zero; activation, % at 3 µM; 360,000 tested, 0.48% active; AID 602248; in the data active means activation above about 15%;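 further: untransfected CHO-K1 host cells lacking M1 receptor as counterscreen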
* = called active by the depositor; / = no result given. Random draw from the library (roughly 4.4% active in at least one column).

SMILES	M1 PAM parental	CHO parental Ca	TAAR1 agonist	CHO-K1 Ca antag	TAAR1 antagonist	CHRM1 antagonist	M1 ag	M1 PAM	M1 ag parental
COc1cc(OC)c(NC(=O)N2CCOCC2)cc1Cl	15	/	4	-8	-15	-1	-2	4	1.1
Cc1ccnc(NS(=O)(=O)c2ccc(NC(=O)/C=C/c3ccccc3)cc2)n1	14	-3	3	-6	-10	-18	-2	12	0.7
N=c1nc2n(cc1F)C1OC(CO)C(O)C1O2 (stereo not given)	24	/	2	-11	-26	-13	5	7	0.6
COc1cccc(C(=O)Nc2ccc(S(=O)(=O)NCc3ccco3)cc2)c1	7	1	8	9	12	1	-2	-3	3.2
CCC[N+](CC#Cc1ccccc1)(CCC)CC(=O)c1ccc(Cl)cc1	10	-3	0	-3	18	-2	-12	-7	0.2
CCCc1cc(=O)[nH]c(SCC(=O)c2cc(C)n(CC3CCCO3)c2C)n1 (stereo not given)	-22	-21	1	9	-2	9	-2	-6	0.9
OC(COCCC12CC3CC(CC(C3)C1)C2)CN1CCCC1 (stereo not given)	20	-18	8	-11	5	4	-5	6	1.7
O=C(O)C(NC(=O)c1ccccc1)=C(Cl)Cl	11	2	0	6	11	-18	-2	11	0.7
CC(C)NC(=O)N(C)C[C@H]1Oc2c(NC(=O)Nc3ccc4c(c3)OCO4)cccc2C(=O)N([C@H](C)CO)C[C@@H]1C	19	-10	4	-20	1	-13	-3	4	2.5
CCOc1ccc(CCNC(=O)COC(=O)c2ccc(C)c(S(=O)(=O)N3CCOCC3)c2)cc1OCC	-3	/	-2	18	-4	-9	-1	12	-0.3
CC1CC(C)CN(Cc2nc(N)nc(Nc3ccc4ccccc4c3)n2)C1 (stereo not given)	0	-10	11	3	-7	-1	-6	3	-0.3
CC/C(=N\NC(=O)CSCc1ccccc1Br)c1ccc2c(c1)OCCO2	21	-4	6	-15	-8	7	-2	1	2.4
CC(C)CCC(=O)Nc1cc(S(=O)(=O)N2CCOCC2)ccc1N1CCCC1	14	/	-1	-3	-13	-7	-2	5	0.2
CCOC(=O)[C@]12CCCC=C1N(Cc1ccc3c(c1)OCO3)C(=O)[C@H](CC(=O)N1CCSCC1)C2	2	/	0	-15	10	/	/	/	2.5
CCOc1ccc(Nc2nc(N)nc(CN(C)C3CCCCC3)n2)cc1	26	-16	1	-20	-11	-3	-9	8	0.4
CCN(C(=O)CSc1n[nH]c(N)n1)c1cccc2ccccc12	-19	-3	0	-1	1	13	-4	-7	0.5
CCn1cc(S(=O)(=O)Nc2ccccc2C(F)(F)F)cn1	17	-17	6	-21	6	-15	-5	7	-0.2
Cc1cc2cc(CNC(=O)c3ccc(S(=O)(=O)N4CCCC4)cc3)ccc2n1C	21	-2	1	7	-2	73*	-11	-28	2.0
CC(C)(Cc1ccccc1)/[N+]([O-])=C\c1ccc(C(F)(F)F)cc1	20	-3	11	-9	7	9	-10	-7	0.2
O=C(c1ccco1)N1CCN(C(=O)c2cc(=O)[nH]c3ccccc23)CC1	28	-3	3	-18	-17	-3	-3	7	0.0
CN(CC(=O)Nc1ccccc1C(F)(F)F)C(=O)CSCc1ccc(Cl)c(Cl)c1	3	-6	8	-5	18	0	2	2	3.3
Cc1ccccc1-c1nc(CS(=O)CC(=O)NCc2ccccc2)c(C)o1 (stereo not given)	7	-19	-1	10	-11	-15	0	8	0.5
O=C(Oc1ccccc1C(=O)Oc1ccccc1)c1ccco1	-3	-15	19	12	5	4	-5	2	-0.7
O=C(CC(C(=O)c1ccccc1)c1ccccc1)c1ccccc1 (stereo not given)	16	/	1	-16	67*	21	-4	-12	0.4
Cc1ccc2[nH]cc(CCNC(=O)c3cccnc3)c2c1	13	-7	5	-13	-4	0	-3	-3	3.1
COc1ccc(-c2[nH]c(-c3ccccc3)nc2SCC(=O)NC2CCCC2)cc1	7	-15	0	1	10	-8	-5	4	3.1
CCOc1ccc(-c2ncncc2-c2ccc(OC)c(OC)c2)c(O)c1	6	-11	2	-5	-5	2	-4	-3	0.7
O=C(CN1C(=O)c2ccccc2C1=O)Nc1ccccc1C(=O)NC1CCCCCC1	23	-31	3	-10	1	-2	-4	1	1.6
Cc1ccc(CCNC(=O)C2CCC(CNc3c(N4CCCC4)c(=O)c3=O)CC2)cc1 (stereo not given)	21	2	2	-16	-16	-10	-5	6	2.2
O=C(Cc1cccs1)Nc1nnc(Cc2ccccc2)s1	-3	-12	19	0	11	7	-1	-4	0.3
COc1ccc(-c2cc(=O)oc3cc(OCC(=O)NCc4ccccn4)ccc23)cc1	-16	7	2	16	22	14	-3	-11	0.5
CC(C)Oc1c(N2CCOCC2)c(=O)c1=O	18	-6	2	-20	-2	-8	-3	5	0.9
CS(=O)(=O)c1ccc(Cl)c(NC(=O)C2CC(=O)N(Cc3ccco3)C2)c1 (stereo not given)	22	0	1	-2	-18	-12	-2	11	0.7
COC(=O)c1c(-c2ccc(SC)cc2)sc2ccccc12	1	-33	11	-5	4	-2	-3	-1	0.0
CCC(=O)N(CCc1ccccc1)Cc1cc2cc3c(cc2[nH]c1=O)OCO3	18	-23	1	-8	-4	12	-2	-4	0.5
Fc1ccc(NC(=S)N2CCc3ccccc3C2)c(F)c1	9	-4	43*	-9	18	-8	-5	6	-0.3
CCCCCC1CC(CC(C)C(=O)Nc2nncs2)C(=O)O1 (stereo not given)	16	-14	3	-18	-10	-9	-6	12	0.1
C=C(C)C1Cc2c(C)nn(-c3nc(C)cc(C)n3)c2C1 (stereo not given)	10	-19	0	0	-14	-9	-5	4	-0.3
CCNC(=O)C(Sc1ccccc1)c1ccccc1 (stereo not given)	-4	-3	9	13	13	1	-2	4	-0.7
COc1ccc(C(C)(C)C)cc1NC(=O)c1cccc(S(=O)(=O)N2CCN(C(C)=O)CC2)c1	-5	-16	-3	-7	-24	-2	-5	1	-0.5
COCc1ccc(C(=O)N2CCCC(N(C)CCc3ccc(OC)c(OC)c3)C2)s1 (stereo not given)	14	-3	1	-9	-8	23	-8	-11	0.3
O=C1c2cccc3c(N4CCCCC4)ccc(c23)C(=O)N1c1ccccc1O	-7	52*	130*	30*	65*	44*	40*	-13	36*
CCOC(=O)C1CCN(C(=O)c2ccc(N(C)S(=O)(=O)c3ccc(OC)cc3)cc2)CC1	-9	-6	12	7	-1	-1	-7	1	2.7
Cc1ccc(S(=O)(=O)Cn2nnnc2C(C(C)C)N2CCN(c3nc4ccccc4s3)CC2)cc1 (stereo not given)	9	-32	5	-2	5	-2	-4	3	-0.1
Cc1c(NCc2ccncc2)cccc1C(=O)O	13	-3	1	-4	-23	-3	-3	1	-0.4
O=C(Nc1ccccc1C(F)(F)F)c1ccc(CN2CCC(Cc3ccccc3)CC2)cc1	16	-20	7	-10	-10	17	-4	-15	1.2
Cc1csc(NC(=O)C2CCCCC2C(=O)O)n1 (stereo not given)	-6	-14	9	23	15	-16	0	10	-0.4
CCCCN(C(=O)c1cc(S(=O)(=O)N2CCCCC2)ccc1Cl)c1c(N)n(CC(C)C)c(=O)[nH]c1=O	9	/	-2	-15	0	-14	-4	15	0.0
O=C1CN2CCC1C/C2=C\c1ccnc2c(Cl)cccc12 (stereo not given)	-2	1	3	-4	-3	2	5	-2	7.6
O=C(/C=C/c1ccc2c(c1)OCO2)NCc1cn2cc(Cl)ccc2n1	-3	-9	-2	-5	5	-14	-2	16	-0.5

Going on with the list.
SMILES	M1 PAM parental	CHO parental Ca	TAAR1 agonist	CHO-K1 Ca antag	TAAR1 antagonist	CHRM1 antagonist	M1 ag	M1 PAM	M1 ag parental
CCCS(=O)(=O)N1CCN=C1SCc1cccc(C)c1	21	-9	3	-5	4	-1	-9	2	0.8
C#CCOCCOCCOCCNc1nc(N2CCN(C(=O)[C@H](CCCCN)n3cc(CN)nn3)CC2)nc(N2CCN(C(=O)[C@H](CCC(=O)O)n3cc([C@@H](N)CCCCN)nn3)CC2)n1	7	7	4	-17	13	0	-1	4	0.9
COc1cc2c(cc1NC(=O)COC(=O)[C@@H](NS(=O)(=O)c1cccc(Cl)c1)C(C)C)oc1ccccc12	23	0	-1	-14	-6	-5	-10	5	0.5
COc1cccc(-n2c(SCC(=O)Nc3sc4c(c3C(N)=O)CCC4)nc3ccccc3c2=O)c1	-1	-7	5	5	8	-13	-6	18	0.2
O=C(NC1CCCCC1)c1cc(F)cc2c1OCOC2	12	-13	0	-3	-42	-8	-5	2	0.1

As a short view, 11 of the compounds above:
SMILES	M1 PAM parental	CHO parental Ca	TAAR1 agonist	CHO-K1 Ca antag	TAAR1 antagonist	CHRM1 antagonist	M1 ag	M1 PAM	M1 ag parental
Cc1c(NCc2ccncc2)cccc1C(=O)O	13	-3	1	-4	-23	-3	-3	1	-0.4
O=C(Nc1ccccc1C(F)(F)F)c1ccc(CN2CCC(Cc3ccccc3)CC2)cc1	16	-20	7	-10	-10	17	-4	-15	1.2
Cc1csc(NC(=O)C2CCCCC2C(=O)O)n1 (stereo not given)	-6	-14	9	23	15	-16	0	10	-0.4
CCCCN(C(=O)c1cc(S(=O)(=O)N2CCCCC2)ccc1Cl)c1c(N)n(CC(C)C)c(=O)[nH]c1=O	9	/	-2	-15	0	-14	-4	15	0.0
O=C1CN2CCC1C/C2=C\c1ccnc2c(Cl)cccc12 (stereo not given)	-2	1	3	-4	-3	2	5	-2	7.6
O=C(/C=C/c1ccc2c(c1)OCO2)NCc1cn2cc(Cl)ccc2n1	-3	-9	-2	-5	5	-14	-2	16	-0.5
CCCS(=O)(=O)N1CCN=C1SCc1cccc(C)c1	21	-9	3	-5	4	-1	-9	2	0.8
C#CCOCCOCCOCCNc1nc(N2CCN(C(=O)[C@H](CCCCN)n3cc(CN)nn3)CC2)nc(N2CCN(C(=O)[C@H](CCC(=O)O)n3cc([C@@H](N)CCCCN)nn3)CC2)n1	7	7	4	-17	13	0	-1	4	0.9
COc1cc2c(cc1NC(=O)COC(=O)[C@@H](NS(=O)(=O)c1cccc(Cl)c1)C(C)C)oc1ccccc12	23	0	-1	-14	-6	-5	-10	5	0.5
COc1cccc(-n2c(SCC(=O)Nc3sc4c(c3C(N)=O)CCC4)nc3ccccc3c2=O)c1	-1	-7	5	5	8	-13	-6	18	0.2
O=C(NC1CCCCC1)c1cc(F)cc2c1OCOC2	12	-13	0	-3	-42	-8	-5	2	0.1
